Shiga inhibitor – inhibitors of Shiga toxin in Vero cells. Vero cells, Shiga toxin protein synthesis inhibition reporter. inhibition, % at 38.7 µM. actives 9.2% (n = 290,000). AID 2315; in the data active means inhibition mostly above about 28%, no sharp cut-off; inactive means mostly below about 43%; further: 0% is about no effect
LmPK inhibitor – inhibitors of Leishmania mexicana pyruvate kinase; Q27686; purified LmPK, Kinase-Glo ATP luminescence, 1 h; Potency, µM (doses to about 57.5 µM), inactives show top-dose activity change, negative = inhibition, usual class: inhibitors; actives 0.37% (n = 290,000); AID 1721; further: potency means the concentration at half of the fitted maximal effect; on the % scale 0 is the no-effect control and ±100 the full control effect
Target sequence (Q27686 whole entry, looked up): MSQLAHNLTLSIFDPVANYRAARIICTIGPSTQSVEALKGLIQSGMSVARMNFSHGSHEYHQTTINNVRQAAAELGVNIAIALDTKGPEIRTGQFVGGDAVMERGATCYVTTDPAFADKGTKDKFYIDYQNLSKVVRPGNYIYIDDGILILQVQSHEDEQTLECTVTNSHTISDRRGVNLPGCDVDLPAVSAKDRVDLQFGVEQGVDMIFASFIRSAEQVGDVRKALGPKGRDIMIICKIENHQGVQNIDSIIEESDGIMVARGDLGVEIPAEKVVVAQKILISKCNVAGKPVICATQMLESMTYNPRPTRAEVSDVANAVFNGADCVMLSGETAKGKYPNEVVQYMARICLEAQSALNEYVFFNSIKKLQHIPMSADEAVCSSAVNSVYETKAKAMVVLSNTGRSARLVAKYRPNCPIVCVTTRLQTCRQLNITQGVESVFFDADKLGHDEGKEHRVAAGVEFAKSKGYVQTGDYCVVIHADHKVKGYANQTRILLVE
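Purified LmPK (0.1 nM) converted ADP (0.1 mM) to ATP with PEP (0.5 mM) in imidazole buffer pH 7.2 with KCl and MgCl2, 1 h at room temperature. ATP was read by Kinase-Glo luminescence; data normalized to uninhibited and no-enzyme controls.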
TbPYK inhibitor – blocks Trypanosoma brucei pyruvate kinase; TbPYK enzyme, Kinase-Glo Plus ATP luminescence, 45 min; Potency, µM (top dose mostly 76.8 µM), for inactives: at the highest dose activity, negative = inhibition, hits mostly inhibitors; actives 0.12% (n = 410,000); further: potency means the concentration at half of the fitted maximal effect; on the % scale 0 is the no-effect control and ±100 the full control effect; nearly all actives have a fitted effect of over 50% in size
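Luminescent Kinase-Glo Plus end-point after 45 min room-temperature reaction of T. brucei pyruvate kinase started with 130 uM ADP (final). Buffer TEA 50 mM pH 7.2 with KCl, MgCl2, BSA, Tween-20; titration-based qHTS with fitted concentration-effect curves.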
Pf growth 96h – P. falciparum growth inhibition at 96 hour, primary screen for plastid delayed-death inhibitors; actives 6.9% (n = 320,000); Potency, µM (doses to about 28.7 µM), for inactives: at the top dose activity change, negative = inhibition, hits mostly inhibitors; P. falciparum luciferase reporter growth, 96 h; AID 504834; further: potency means the concentration at half of the fitted maximal effect; on the % scale 0 is the no-effect control and ±100 the full control effect
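P. falciparum expressing integrated firefly luciferase grown in erythrocytes (2% hematocrit, 0.05% parasitemia final) with compounds for 96 hours at 37 C, 5% CO2. Growth inhibition read as loss of luminescence after adding luciferase detection reagent.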
Pf growth 48h – P. falciparum growth inhibition at 48 hours (one generation) | P. falciparum luciferase growth in erythrocytes, 48 h | Potency, µM (titrated, usually from 28.7 µM), for inactives: at the highest dose activity change, negative = inhibition, usual class: inhibitors | actives 5.9% (n = 310,000) | AID 504832; further: potency means the concentration at half of the fitted maximal effect; on the % scale 0 is the no-effect control and ±100 the full control effect
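First compound was added to culture medium, then infected red cells at 0.1% parasitemia and 2% hematocrit (final). After incubation at 37 C under 5% CO2, luciferase detection reagent was dispensed and light output recorded.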
CHX counter – affects cycloheximide protein synthesis inhibition readout, counter-screen. cell reporter, cycloheximide protein synthesis inhibition counterscreen. max response, %. AID 2314. actives 12% (n = 300,000); in the data active means max response mostly above about 13%, no sharp cut-off; inactive means mostly below about 14%; further: read at 38.3 µM for the half of the compounds with a filed dose; 0% is about no effect
AmpC no deterg – inhibitors of E. coli AmpC beta-lactamase without detergent; actives 0.52% (n = 330,000); AID 485341; P00811; Potency, µM (highest dose often 57.1 µM), for inactives: at the highest dose activity change, negative = inhibition, actives largely listed as inhibitors; AmpC nitrocefin hydrolysis, absorbance 480 nm, 0.0001% Triton;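 further: potency means the concentration at half of the fitted maximal effect; plate controls were no compound for no effect and no enzyme for full effect; nearly all actives have a fitted effect of over 20% in size; some results filed as inactive show a strong effect at the top dose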
Target sequence (P00811 whole entry, looked up): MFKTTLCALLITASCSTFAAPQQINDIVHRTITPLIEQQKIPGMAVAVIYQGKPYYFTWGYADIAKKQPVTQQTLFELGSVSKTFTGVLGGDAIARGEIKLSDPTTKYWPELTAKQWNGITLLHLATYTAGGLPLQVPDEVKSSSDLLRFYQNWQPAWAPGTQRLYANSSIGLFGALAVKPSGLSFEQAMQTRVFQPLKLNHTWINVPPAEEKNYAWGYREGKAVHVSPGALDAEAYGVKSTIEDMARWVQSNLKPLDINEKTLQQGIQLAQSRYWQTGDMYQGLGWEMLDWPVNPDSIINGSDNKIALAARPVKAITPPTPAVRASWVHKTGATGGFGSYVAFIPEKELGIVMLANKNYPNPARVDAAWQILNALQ
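20 mM phosphate pH 7.0 + 0.01% (detergent screen) or 0.0001% Triton X-100; 5.3 nM AmpC reagent; cpd preinc 15 min RT; nitrocefin (800 uM stock) to start; A480 q20 s × 4 min; Activity was normalised to no-enzyme and no-compound control wells.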
Active calls of the source: *; ? = inconclusive; / = not tested or not shown; & = joins results of further samples; [ ] = another dose, or the depositor's remark. Unless noted, the call rests on the fitted dose curve; in most records, active means well fitted curve in the direction sought with a large enough effect; inconclusive means small, poorly fitted or top-dose-only effect, or another doubt; inactive means no such curve, though single readings can be large; an effect the other way counts as inactive or inconclusive.

Start of the listing, in advance (7 entries):
SMILES	Shiga inhibitor	LmPK inhibitor	TbPYK inhibitor	Pf growth 96h	Pf growth 48h	CHX counter	AmpC no deterg
CCc1nc(SCC(=O)c2ccc(Cl)s2)c2oc3ccccc3c2n1	89*	3%	-14%	5%	5%	46*	-11%
CCOc1ccc(OCCSc2nc(N)cc(=O)[nH]2)cc1	41	1%	1%	0%	-10%	11	-2%
O=C(O)c1cccc(OCCN2CCCC2=O)c1	-4	-2%	-4%	2%	-2%	-2	-12%
Cn1nc(C(=O)OCC(=O)Nc2cccc(S(=O)(=O)N3CCCC3)c2)c2ccccc2c1=O	-4	7%	-1%	-12%	12µM*	-5	-7%
CCOC(=O)c1cn(CC)c2cc(N3CCN(C)CC3)c(F)cc2c1=O	-6	5%	0%	?	12µM*	-4	-14%
CCC(Oc1ccc2ccccc2c1)C(=O)O (stereo not given)	-6	4%	1%	3%	-14%	4	2%
N=c1ncn(CC(O)CN2CCOCC2)c2nc(N3CCOCC3)[nH]c12 (stereo not given)	-10	-3%	1%	12%	2%	-2	-14%

Results, previewed entries included:
SMILES	Shiga inhibitor	LmPK inhibitor	TbPYK inhibitor	Pf growth 96h	Pf growth 48h	CHX counter	AmpC no deterg
CCc1nc(SCC(=O)c2ccc(Cl)s2)c2oc3ccccc3c2n1	89*	3%	-14%	5%	5%	46*	-11%
CCOc1ccc(OCCSc2nc(N)cc(=O)[nH]2)cc1	41	1%	1%	0%	-10%	11	-2%
O=C(O)c1cccc(OCCN2CCCC2=O)c1	-4	-2%	-4%	2%	-2%	-2	-12%
Cn1nc(C(=O)OCC(=O)Nc2cccc(S(=O)(=O)N3CCCC3)c2)c2ccccc2c1=O	-4	7%	-1%	-12%	12µM*	-5	-7%
CCOC(=O)c1cn(CC)c2cc(N3CCN(C)CC3)c(F)cc2c1=O	-6	5%	0%	?	12µM*	-4	-14%
CCC(Oc1ccc2ccccc2c1)C(=O)O (stereo not given)	-6	4%	1%	3%	-14%	4	2%
N=c1ncn(CC(O)CN2CCOCC2)c2nc(N3CCOCC3)[nH]c12 (stereo not given)	-10	-3%	1%	12%	2%	-2	-14%
O=S(=O)(NCC1CCCO1)c1cnc(Cl)c(Cl)c1 (stereo not given)	-4	4%	1%	2%	1%	-2	-8%
c1cnc(N2CCSCC2)nc1	-9	4%	0%	29%	3%	-7	-6%
COc1ccc([N+](=O)[O-])cc1NC(=O)CSc1ccc2ccccc2c1	-18	7%	-2%	?	-6%	10	-9%
O=C(CCc1nnc(C2(c3ccc(Cl)cc3)CCC2)o1)N1CCCC(O)C1 (stereo not given)	16	11%	-9%	?	13%	1	54%
Cc1ccccc1N1C(=O)CC(N2CCN(C(=O)c3ccco3)CC2)C1=O (stereo not given)	-9	-8%	-3%	-16%	9%	8	-24%
S=C(NC1CCCCC1)N1CCn2cccc2C1c1cccnc1 (stereo not given)	-8	3%	-5%	14%	?	3	-2%
COc1ccc(NC(=O)c2ccc3[nH]c(C)c(C)c3c2)c(OC)c1	51	-3%	-3%	-11%	-16%	14	-36%
COC(=O)c1ccc(C(=O)OC)c(NC(=S)N2CCCC(C)C2)c1 (stereo not given)	-8	0%	6%	189%[activator]	8%	-3	-5%
COc1cccc(CNC(=O)C2CCN(C(=O)N(C)C)CC2)c1	-4	0%	1%	?	7%	1	-6%
O=C(Cn1cc2c(n1)CCCCC2)N1CCCCC1	38	-1%	0%	12%	36%[activator]	18*	-18%
O=C(Nc1c(S(=O)(=O)c2ccccc2)csc1Br)c1ccccc1Cl	15	7%	-20%	?	-31%	-3	-21%
CCOC(=S)N/C(=N\S(=O)(=O)c1ccc(C)cc1)c1ccccc1	-3	1%	-16%	20%	16%	2	-10%
CC1(C)CC(=O)C=C(NCCN2CCN(C(=S)Nc3ccc(F)cc3)CC2)C1	-1	5%	1%	?	?	-1	60%[activator]
Cc1ccc2c(c1)C(=O)C(=O)N2CC1COc2ccccc2O1 (stereo not given)	1	3%	-9%	11%	-18%	5	-22%
c1cncc(-c2nnc3sc(-c4ccco4)nn23)c1	4	0%	?	-19%	/	-2	-9%
CCOc1ccccc1CN1C2CCC1CC(c1ccc(C)cc1)C2 (stereo not given)	-1	-5%	-9%	?	?	-8	-15%
COc1ccc(-c2[nH]c(-c3ccc(F)cc3)nc2SCC(=O)NCc2ccco2)cc1OC	-6	3%	-14%	?	/	-3	51%[activator]
C=CCOC(=O)C(=O)/C=C/c1coc2ccccc2c1=O	-13	-3%	-16%	93%[activator]	44%[activator]	-1	-46%
Cc1cccc(Nc2nnc(SCC(=O)Nc3ccccc3[N+](=O)[O-])s2)c1C	43	3%	-17%	?	?	27*	-44%
CC(C)Oc1ccc(C2NC(=O)c3ccccc3O2)cc1 (stereo not given)	10	-6%	5%	?	1%	1	-3%
Cc1cc2oc(C(=O)NCc3ccccc3)cc(=O)c2cc1C	14	-6%	9%	?	-6%	-6	-9%
CC1CCc2c(sc(NC(=O)c3cccs3)c2C(=O)O)C1 (stereo not given)	81*	3%	-4%	28%	100%[activator]	47*	-28%
Cc1csc(N2CCCC2=O)n1	21	1%	1%	-17%	22%	3	-57%

Reprinted at random: 2 compounds from above
SMILES	Shiga inhibitor	LmPK inhibitor	TbPYK inhibitor	Pf growth 96h	Pf growth 48h	CHX counter	AmpC no deterg
COc1ccc(NC(=O)c2ccc3[nH]c(C)c(C)c3c2)c(OC)c1	51	-3%	-3%	-11%	-16%	14	-36%
Cc1cccc(Nc2nnc(SCC(=O)Nc3ccccc3[N+](=O)[O-])s2)c1C	43	3%	-17%	?	?	27*	-44%

(cont.)
SMILES	Shiga inhibitor	LmPK inhibitor	TbPYK inhibitor	Pf growth 96h	Pf growth 48h	CHX counter	AmpC no deterg
Cc1nonc1CN(C)C(=O)c1cc(COc2ccc(F)cc2Cl)on1	58*	-1%	1%	-16%	17%	46*	41%
N#Cc1nc(-c2cccc3ccccc23)oc1N	/	/	0%	19%	46%[activator]	/	-29%
COC(=O)c1ccc(CSc2nc(C)nc3c2c(=O)n(C)c(=O)n3C)o1	4	0%	0%	?	-20%	-1	-21%
C=CCn1c(CCCOc2ccc(Cl)cc2Cl)n[nH]c1=S	54*	-7%	-19%	?	1%	19*	-14%
CC(=O)Nc1ccc(S(=O)(=O)NNC(=S)NCc2ccco2)cc1	-14	1%	5%	?	0%	-1	-9%
CN(C(=O)CCc1ccccc1F)C1CCCN(Cc2ccccc2F)C1 (stereo not given)	/	7%	-24%	?	2%	-2	40%
C/C(CC(=O)Nc1ccc(N(C)C)cc1)=N\NC(=O)c1ccc(Cl)cc1	32	3%	-15%	20%	9%[0.00184 µM]	27*	-35%
CC(=O)c1ccc(-c2ccccc2[C@H]2[C@H]3C=CC[C@@H](C)[C@@H]3C(=O)N2Cc2ccccc2)cc1	-9	4%	/	?	?	-6	40%
COc1cc(NC(=O)Cc2nn(C)c(=O)c3ccccc23)cc(OC)c1	-2	-4%	-5%	207%[activator]	?	0	-8%
O=C(Nc1cccc(-n2cnnn2)c1)c1cc2ccccc2o1	23	3%	-11%	82%[activator]	45%[activator]	10	0%
Cc1nc2c(-c3ccc(F)cc3)c(C)nn2c(C)c1CCC(=O)N1CCN(c2ccccc2)CC1	-11	-1%	-7%&2%	?	/	-2	61%[activator]
CC(C)c1ccc(/C=C2\SC(=O)N(CC(=O)NC3CCS(=O)(=O)C3)C2=O)cc1 (stereo not given)	76*	-3%	-3%	47%[activator]	84%[activator]	36*	24%
CN(C)C(=O)c1cccn(Cc2ccc(C(F)(F)F)cc2)c1=O	-6	0%	2%	10%	-25%	1	-27%
CC1CCN(c2ccc(S(=O)(=O)NC3=NCCCCC3)cc2[N+](=O)[O-])CC1	-9	4%	2%	2%	-25%	-2	2%
C/C=N/NC(=O)CCCC(=O)N/N=C/C	-1	-1%	-2%	?	1%	-6	0%
O=C(N/N=C/c1ccncc1)c1cccc(S(=O)(=O)N2CCCC2)c1	/	/	1%	5%	3%	/	-11%
O=C(NCc1cccnc1)/C(=C/c1ccc(-c2cccc(Cl)c2)o1)S(=O)(=O)c1ccccc1	-27	1%	8%	3.3µM*	13µM*	-9	1%
Cn1cc(CC(=O)NCc2ccc(F)cc2)c2ccccc21	6	4%	-6%	9%	-2%	12*	-3%
O=C(NCCc1ccc(Cl)cc1)C1CCN(c2cnccn2)CC1	-7	-1%	-3%	31%[activator]	-23%	0	5%
N#Cc1cc([N+](=O)[O-])ccc1NC(=O)COC(=O)CC1CCCC1	-4	-1%	-9%	178%[activator]	1%	1	-14%
CC(=O)c1sc(NC(C)c2ccccc2)nc1C (stereo not given)	-4	-5%	0%	-7%	-16%	-4	-15%
COc1ccc(CNC(=O)CCCCCNC(=O)N2CCn3c2nc2ccccc23)cc1	-2	2%	-4%	?	?	-2	119%[activator]
CCN(CC)C(=O)Cn1c(=O)n(CCC(=O)Nc2ccc(F)cc2)c(=O)c2sccc21	18	0%	1%	-11%	-12%	-3	-1%
CCCNC(=O)NC(=O)CSc1ccc(C)cc1C	19	-3%	5%	-16%	24%	-2	-13%
COCC1CCN(C(=O)CCc2nnc(CCCCc3ccccc3)o2)CC1	7	1%	-19%	?	5%	-2	102%[activator]
Nc1ccccc1Nc1c(F)c(F)nc(F)c1Cl	16	-5%	-8%	-1%	-19%	-1	-33%
Cc1c(N=Nc2c(-c3ccc([N+](=O)[O-])cc3)[nH]n(C(N)=S)c2=O)cccc1[N+](=O)[O-]	-9	2%	-5%	?	2%	10	-24%
Cc1ccccc1Cn1cc(NC(=O)c2cc(C3CC3)on2)cn1	73*	8%	-3%	-9%	?	44*	-35%
O=C(COc1cc2oc(=O)c3c(c2cc1Cl)CCC3)NCC(O)c1ccccc1 (stereo not given)	-4	-1%	-2%	13µM*	0%	-4	2%
Cc1cc(C)c2nc(C(F)(F)F)nc(N3CCN(C(=O)c4ccco4)CC3)c2c1	2	3%	4%	?	?	-1	/
COc1ccc(CCNC(=O)c2nnn(-c3ccccc3OC)c2N)cc1OC	-2	0%	-6%	?	0%	-2	17%
O=C(Nc1cccc(O)c1)c1ccc(Br)c(S(=O)(=O)N2CCCCC2)c1	11	1%	3%	9%	?	1	-27%

Profiles, looked up by structure:
N#Cc1cc([N+](=O)[O-])ccc1NC(=O)COC(=O)CC1CCCC1 as listed: Shiga inhibitor = -4; LmPK inhibitor = -1%; TbPYK inhibitor = -9%; Pf growth 96h = 178%[activator]; Pf growth 48h = 1%; CHX counter = 1; AmpC no deterg = -14%
O=C(NCCc1ccc(Cl)cc1)C1CCN(c2cnccn2)CC1 as listed: Shiga inhibitor = -7; LmPK inhibitor = -1%; TbPYK inhibitor = -3%; Pf growth 96h = 31%[activator]; Pf growth 48h = -23%; CHX counter = 0; AmpC no deterg = 5%
